VCAM1 TNFa inh – reduces TNF alpha induced VCAM1 expression in HUVEC. HUVEC TNFa-induced VCAM-1 immunofluorescence, high-content imaging. hit rate 0.48% among 95,000. inhibition, % at 2 µM;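 active = inhibition above the batch mean plus 3 SD, with images confirmed as a hit by eye, cut at about 37% in these data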;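 also: 0% = TNF-stimulated DMSO wells and 100% = unstimulated control wells; not every result past the cut was called active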
HUVEC tox IL1B – toxic to HUVEC cells under IL-1B stimulation; HUVEC cell count loss, Hoechst imaging, IL-1B stimulated; cell count reduction, % at 2 µM; hit rate 0.41% among 94,000;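 active = cell count reduction more than 3 SD above the screen-wide mean, cut at about 70% in these data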;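 also: normalized per plate to untreated control cells as the no-loss baseline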
F-actin modifier – alters cytoskeleton assembly in HUVEC cells; HUVEC TNFa F-actin phalloidin imaging, high content; inhibition, % at 2 µM; hit rate 0.18% among 91,000; AID 836;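 active = inhibition above the batch mean plus 3 SD and confirmed as a hit by visual image inspection, cut at about 30% in these data, passing the limit was not always enough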; also: strong numbers were not always called active
DAT uptake mod – changed human dopamine transporter uptake under cocaine IC80. Q01959. LLC-PK1 hDAT cells, [14C]-dopamine uptake with cocaine IC80; actives deviate in either direction. B-score at 10 µM. hit rate 1.3% among 110,000. AID 449768;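 active = Z score or B-score, a plate-position-corrected score, falls beyond the plate's 99.7% confidence bounds, in either direction; inactive = both scores lie inside the 99.7% bounds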;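 also: scored against the spread of the other compound wells on the same plate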
Target sequence (Q01959 whole entry, looked up): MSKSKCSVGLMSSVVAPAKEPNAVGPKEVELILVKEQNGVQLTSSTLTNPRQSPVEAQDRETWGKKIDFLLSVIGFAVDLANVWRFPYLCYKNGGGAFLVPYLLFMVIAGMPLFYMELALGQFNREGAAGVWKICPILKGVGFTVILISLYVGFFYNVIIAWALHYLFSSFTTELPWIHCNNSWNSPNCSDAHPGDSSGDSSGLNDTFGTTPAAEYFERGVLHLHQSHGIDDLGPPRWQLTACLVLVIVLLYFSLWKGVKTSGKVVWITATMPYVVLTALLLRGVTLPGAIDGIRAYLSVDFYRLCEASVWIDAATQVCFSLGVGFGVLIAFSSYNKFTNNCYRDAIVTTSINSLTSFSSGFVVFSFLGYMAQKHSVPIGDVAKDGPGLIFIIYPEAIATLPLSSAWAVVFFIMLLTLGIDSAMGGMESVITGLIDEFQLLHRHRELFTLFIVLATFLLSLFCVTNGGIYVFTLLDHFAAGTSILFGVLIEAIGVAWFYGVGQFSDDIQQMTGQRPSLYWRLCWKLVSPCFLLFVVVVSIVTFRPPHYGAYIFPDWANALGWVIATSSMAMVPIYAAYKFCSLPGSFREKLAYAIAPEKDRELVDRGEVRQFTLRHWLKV
MT1-MMP txn act – activates MT1-MMP transcription | HT1080 MT1-MMP promoter luciferase reporter, luminescence, overnight; stronger effect = higher value | activation factor at 10 µM | hit rate 0.16% among 86,000;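 active = activation factor of at least 2 for MT1-MMP transcription at 10 µM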
TNFa cytotox – toxic to HUVEC cells under TNF alpha stimulation; HUVEC TNFalpha-stimulated, Hoechst cell count, imaging; cell count reduction, % at 2 µM; hit rate 0.17% among 93,000;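 active = cell count reduction exceeding the screen mean by over 5 SD, scaled to untreated wells per plate, cut at about 78% in these data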;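 also: cells counted after 24 h of TNF alpha exposure following the 1 h pretreatment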
Candida biofilm – kills Candida albicans biofilms | C. albicans biofilm + clotrimazole, Alamar Blue | inhibition, % at 6 µM | hit rate 0.14% among 85,000;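 active = inhibition above 20%; inactive = inhibition below 20%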;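 also: preformed 24 hr biofilms exposed to compound for 48 hr; 0% = biofilm without compound and 100% = blank killed by clotrimazole plus chlorhexidine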
PTPN22 inh 2 – blocks human PTPN22 phosphatase activity; recombinant LYP catalytic domain, DiFMUP fluorescence; AID 640; hit rate 0.21% among 96,000; inhibition, % at 2 µM;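 active = inhibition at 2 µM at or above a set limit, the screen mean plus 3 SD, cut at about 24% in these data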;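 also: 0% = DMSO with enzyme and 100% = enzyme fully blocked by orthovanadate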
Smad3 inh – blocks human Smad3 binding to FoxH1 peptide; P84022; TR-FRET Smad3/Dy647-FoxH1 peptide binding, europium anti-His; inhibition, % at 25 µM; hit rate 0.29% among 88,000;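 active = compounds that reduce the energy-transfer binding signal between the protein and its labelled peptide by more than half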;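 also: 0% = Smad3 plus labelled peptide maximal FRET and 100% = peptide-only background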
Target sequence (P84022 whole entry, looked up): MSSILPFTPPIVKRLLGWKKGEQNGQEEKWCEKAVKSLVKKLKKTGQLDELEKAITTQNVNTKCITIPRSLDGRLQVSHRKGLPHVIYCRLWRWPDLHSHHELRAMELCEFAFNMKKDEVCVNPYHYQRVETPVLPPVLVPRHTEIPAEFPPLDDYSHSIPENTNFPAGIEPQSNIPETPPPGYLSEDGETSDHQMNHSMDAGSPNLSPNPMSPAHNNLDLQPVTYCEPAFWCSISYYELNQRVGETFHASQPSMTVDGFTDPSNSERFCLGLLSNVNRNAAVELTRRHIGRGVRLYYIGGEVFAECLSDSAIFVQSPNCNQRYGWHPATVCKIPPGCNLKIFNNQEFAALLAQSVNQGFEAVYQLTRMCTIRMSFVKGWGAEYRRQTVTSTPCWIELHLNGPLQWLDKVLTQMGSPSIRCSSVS
* = called active by the depositor; / = no result given; [ ] = another dose, or the depositor's remark. Not all compounds are listed; the hit share may differ from the screen's.

no.	structure	VCAM1 TNFa inh	HUVEC tox IL1B	F-actin modifier	DAT uptake mod	MT1-MMP txn act
1	COc1ccc2cc3cc(C(=O)NCC4CCCO4)oc3nc2c1 (stereo unspecified)	5.9	6.4	9.4	1.06	1.1
2	COc1cccc(OCC(=O)NNC(=O)c2ccc(-c3ccccc3)cc2)c1	-8.9	5.7	-34.8	/	/
3	COCCNc1oc(COc2cccc(C)c2)nc1C#N	8.9	-15.9	2.9	-0.184	1.2
4	O=C(O)C1CCCN1c1ncnc2ccccc12 (stereo unspecified)	-8.2	-33.7	-8.9	0.979	1.2
5	CN(C)C(=O)c1ccccc1-c1ccccc1	-8.1	-4.8	8.0	-1.37	1.2
6	Cc1cc(C)c2c(-n3cccc3)c(C(=O)NNS(=O)(=O)c3ccccc3)sc2n1	12.8	-19.2	8.0	0.729	/
7	COC(=O)CC1C(=O)NCCN1C(=O)CSc1nnc(Nc2ccc(C)cc2)s1 (stereo unspecified)	9.7	2.4	9.7	-0.645	/
8	NC(=O)c1ccsc1NC(=O)c1ccco1	-12.8	-31.4	2.9	-0.592	/
9	COc1ccc(OC)c(/C=C/C(=O)c2ccc(Cl)cc2)c1	8.3	-0.5	20.4	0.014	/
10	O=C(NCCSc1c[nH]c2ccccc12)c1ccco1	5.3	-32.7	25.7	0.323	1.3
11	Nc1ccc2oc(-c3ccc4nc[nH]c4c3)nc2c1	-1.3	25.9	-12.4	0.2	/
12	O=C(CN1CCOc2ccccc21)NC1CCN(Cc2ccccc2)CC1	5.1	-6.2	9.2	0.0122	1.1

no.	TNFa cytotox	Candida biofilm	PTPN22 inh 2	Smad3 inh
1	-1.4	/	-3.7	20.2
2	26.2	/	3.5	/
3	2.3	8.9	-6.9	-0.1
4	2.9	/	9.3	4.8
5	9.5	10.8	-3.0	6.8
6	-29.4	/	-0.6	/
7	-29.6	/	0.6	/
8	1.9	-1.2	-6.2	14.1
9	2.5	/	1.0	/
10	-20.3	5.8	-0.2	-5.3
11	-14.6	4.7	1.0	14.5
12	-27.5	3.2	-13.1	2.8

The list continues:
no.	structure	VCAM1 TNFa inh	HUVEC tox IL1B	F-actin modifier	DAT uptake mod	MT1-MMP txn act
13	Cc1ccc(NCc2nnc(SCC(=O)Nc3ncc(C)s3)n2Cc2ccco2)c(C)c1	/	/	/	1.15	1
14	Cc1noc(C)c1Cn1nc(C(=O)O)c2ccccc2c1=O	-14.7	-14.1	-15.6	0.586	1
15	Nc1nc(-c2ccc3c(c2)NC(=O)CO3)cs1	37.6	-13.4	-6.5	/	/
16	CC(C)CC1NC(=O)N(CC(=O)N2CCN(S(=O)(=O)c3ccc4ccccc4c3)CC2)C1=O (stereo unspecified)	7.1	-13.6	-16.6	-0.86	1
17	COC(=O)C1=CN(C2CC2)C=C(C(=O)OC)C1c1ccccc1OC	17.6	/	-4.1	-0.268	1.5
18	CCC(C)NC(=O)c1cn(C)c(=O)c2cc(OC)c(OC)cc12 (stereo unspecified)	/	/	/	0.0227	1.1
19	COc1ccccc1N(CC(=O)Nc1cc(C)on1)S(=O)(=O)c1ccc(Cl)cc1	7.6	9.6	-10.8	-0.167	/
20	CN(C)C(=O)N1CCN(C(=O)N(C)C)CC1	11.8	2.2	7.4	-0.694	1.5
21	NC(=O)CSc1nnc(Cc2cccs2)n1C1CCCCC1	-5.9	-9.3	/	-1.42	1.1
22	Cc1cc(C(=O)COC(=O)CN(C)S(=O)(=O)c2ccc(Cl)cc2)c(C)n1Cc1cccs1	20.7	11.8	-12.2	-0.793	1
23	COc1ccccc1CCNC(=O)CCn1c(=O)oc2ccccc21	11.1	-2.2	6.9	1.38	/
24	COc1ccc(-n2nnnc2-c2cccnc2)cc1	-13.2	-97.0	7.4	-1.16	1.1

no.	TNFa cytotox	Candida biofilm	PTPN22 inh 2	Smad3 inh
13	/	3.2	/	-8.7
14	-1.3	-1.9	12.5	-1.0
15	-7.8	/	-5.6	/
16	6.0	6.2	-2.1	-0.1
17	0.0	7.9	-4.3	1.2
18	/	-1.0	/	-7.0
19	-1.5	/	2.6	/
20	31.8	7.3	-5.7	13.9[fluorescence artefact?]
21	-9.8	3.7	2.8	7.5[fluorescence artefact?]
22	-30.2	2.7	-4.0	15.0
23	-43.9	7.8	8.6	-4.7
24	-19.2	1.9	13.2	-5.0

Next section.
no.	structure	VCAM1 TNFa inh	HUVEC tox IL1B	F-actin modifier	DAT uptake mod	MT1-MMP txn act
25	O=C(c1ccccc1)c1nc[nH]c1C(=O)Nc1ccccn1	-1.1	58.6	0.0	-0.105	0.9
26	CC(=O)c1ccc(OCC(O)CN2CC(C)OC(C)C2)cc1 (stereo unspecified)	-6.9	17.9	6.8	0.424	1.1
27	CC(=O)Nc1nc(C)c(-c2csc(Nc3ccc(O)cc3)n2)s1	38.2	28.0	13.6	-0.0011	0.8
28	Cn1nnnc1SCC(=O)Nc1ccc(Oc2ccccc2)cc1	7.8	-17.5	-13.2	-0.317	1
29	CC(=O)N1CCC(=NNS(=O)(=O)c2ccc(C)c([N+](=O)[O-])c2)CC1	-33.6	7.3	-2.9	-0.0288	/
30	COc1ccccc1NC(=O)C1=C(C)NC(=O)NC1c1ccc(C)cc1 (stereo unspecified)	/	/	/	0.831	1.1
31	COc1ccc(C(=O)N2c3cc4c(cc3C(C)=CC2(C)C)OCO4)cc1	4.8	-4.8	-2.1	-0.565	1.4
32	O=C1c2oc3ccc(Cl)cc3c(=O)c2C(c2ccco2)N1CCN1CCOCC1 (stereo unspecified)	-3.4	28.6	-19.8	/	1.1
33	O=C(C1CC1)n1cc(C(=S)N2CCOCC2)c2ccccc21	15.5	-3.8	16.9	0.891	0.9
34	COc1ccc(Nc2nnc(SCc3cc([N+](=O)[O-])cc4c3OCOC4)s2)cc1	-10.8	-9.3	-5.0	0.759	/
35	CCN(c1ccc2c(c1)OCO2)S(=O)(=O)c1cc(Br)cc2c1N(C(C)=O)CC2	11.5	-14.8	-1.0	-0.211	/
36	CCC(c1nnnn1Cc1cccs1)N1CCN(c2nc3ccccc3s2)CC1 (stereo unspecified)	/	/	/	0.157	1.1

no.	TNFa cytotox	Candida biofilm	PTPN22 inh 2	Smad3 inh
25	-14.0	9.2	-4.0	6.0
26	/	9.3	3.9	37.5[fluorescence artefact?]
27	6.7	3.0	5.0	2.7
28	13.6	6.7	12.0	4.7
29	-11.0	/	-1.9	/
30	/	7.3	/	-2.3
31	-3.7	-4.3	4.5	8.4
32	-0.8	/	-15.7	/
33	-28.2	2.7	-7.7	3.0
34	-31.0	/	-5.8	/
35	-23.0	/	0.6	/
36	/	5.4	/	4.3

A draw from above in order of molecular weight, descending.
no.	structure	VCAM1 TNFa inh	HUVEC tox IL1B	F-actin modifier	DAT uptake mod	MT1-MMP txn act
22	Cc1cc(C(=O)COC(=O)CN(C)S(=O)(=O)c2ccc(Cl)cc2)c(C)n1Cc1cccs1	20.7	11.8	-12.2	-0.793	1
34	COc1ccc(Nc2nnc(SCc3cc([N+](=O)[O-])cc4c3OCOC4)s2)cc1	-10.8	-9.3	-5.0	0.759	/
36	CCC(c1nnnn1Cc1cccs1)N1CCN(c2nc3ccccc3s2)CC1 (stereo unspecified)	/	/	/	0.157	1.1
32	O=C1c2oc3ccc(Cl)cc3c(=O)c2C(c2ccco2)N1CCN1CCOCC1 (stereo unspecified)	-3.4	28.6	-19.8	/	1.1
29	CC(=O)N1CCC(=NNS(=O)(=O)c2ccc(C)c([N+](=O)[O-])c2)CC1	-33.6	7.3	-2.9	-0.0288	/
31	COc1ccc(C(=O)N2c3cc4c(cc3C(C)=CC2(C)C)OCO4)cc1	4.8	-4.8	-2.1	-0.565	1.4
28	Cn1nnnc1SCC(=O)Nc1ccc(Oc2ccccc2)cc1	7.8	-17.5	-13.2	-0.317	1
23	COc1ccccc1CCNC(=O)CCn1c(=O)oc2ccccc21	11.1	-2.2	6.9	1.38	/
33	O=C(C1CC1)n1cc(C(=S)N2CCOCC2)c2ccccc21	15.5	-3.8	16.9	0.891	0.9
26	CC(=O)c1ccc(OCC(O)CN2CC(C)OC(C)C2)cc1 (stereo unspecified)	-6.9	17.9	6.8	0.424	1.1
25	O=C(c1ccccc1)c1nc[nH]c1C(=O)Nc1ccccn1	-1.1	58.6	0.0	-0.105	0.9
24	COc1ccc(-n2nnnc2-c2cccnc2)cc1	-13.2	-97.0	7.4	-1.16	1.1

no.	TNFa cytotox	Candida biofilm	PTPN22 inh 2	Smad3 inh
22	-30.2	2.7	-4.0	15.0
34	-31.0	/	-5.8	/
36	/	5.4	/	4.3
32	-0.8	/	-15.7	/
29	-11.0	/	-1.9	/
31	-3.7	-4.3	4.5	8.4
28	13.6	6.7	12.0	4.7
23	-43.9	7.8	8.6	-4.7
33	-28.2	2.7	-7.7	3.0
26	/	9.3	3.9	37.5[fluorescence artefact?]
25	-14.0	9.2	-4.0	6.0
24	-19.2	1.9	13.2	-5.0

Further structures follow:
no.	structure	VCAM1 TNFa inh	HUVEC tox IL1B	F-actin modifier	DAT uptake mod	MT1-MMP txn act
37	Cc1ccc(-c2nnc3c4ccccc4c(C)nn23)cc1NC(=O)CN1CCOCC1	0.4	-17.7	-49.6	-0.399	1.1
38	CCCCCOc1ccc(C(=O)NCC(=O)NCC(=O)OCC)cc1	0.5	5.9	9.8	0.0161	1.2
39	CCOC(=O)c1oc2ccc(S(=O)(=O)n3nc(-c4ccccc4)cc3N)cc2c1C	-13.4	-5.5	-2.4	-0.438	/
40	CC(=O)Nc1nc(C)nc(-c2ccccc2OC(C)=O)n1	26.7	-21.9	26.5	-0.351	1.1
41	CC1CC(=O)C=C(O)C1C(=O)OC(C)(C)C (stereo unspecified)	-21.3	-14.3	3.7	0.153	1.5
42	COc1cc(CNC2CCCCCC2)cc(OC)c1	12.1	/	-1.2	-0.579	1.1
43	O=[N+]([O-])c1ccccc1NCCNc1ncc(C(F)(F)F)cc1Cl	10.3	-16.6	-46.5	0.361	/
44	C=CCn1c(Br)nc2c1c(=O)n(C)c(=O)n2C	-18.4	20.6	-2.7	0.407	1.3
45	CCCC(=O)Nc1ccc2nc(SCC(=O)Nc3nccs3)sc2c1	2.2	-10.9	-16.7	-0.946	1
46	CC(=O)NCC(=O)NC1(C(=O)NC2CCCC2)CCCCC1	/	/	/	-1.2	1
47	O=C(c1ccc(COc2ccc3c(c2)CCC3)o1)N1CCN(c2ccccc2)CC1	-12.8	-21.1	3.8	0.966	1.5
48	O=C(NNC(=O)c1cc(-c2ccc(Cl)cc2Cl)nc2ccccc12)Nc1ccccc1	-3.5	14.4	14.5	-0.157	/
49	CCn1c(SCC(=O)N2CCC(C)CC2)nnc1-c1ccc(S(=O)(=O)N2CCN(C)CC2)cc1	20.6	-46.8	-8.5	-0.33	1.2
50	O=C(COC(=O)c1ccc(S(=O)(=O)NCc2ccco2)cc1)NC1CCCCCC1	-14.7	-1.0	-5.8	0.299	/
51	CC(NC(=O)c1cc(-c2cccs2)on1)c1ccccc1 (stereo unspecified)	1.8	2.8	-1.8	0.915	1.3

no.	TNFa cytotox	Candida biofilm	PTPN22 inh 2	Smad3 inh
37	9.0	6.9	-7.3	0.6
38	-16.9	8.8	-6.8	4.3
39	6.1	7.8	3.7	0.1
40	-54.3	2.7	-1.6	-6.2
41	6.2	-4.0	4.8	13.5
42	2.7	0.2	-7.4	10.3
43	-13.3	/	-2.8	/
44	-22.1	2.9	-5.1	7.0
45	-4.5	4.8	-1.3	7.6
46	/	-0.8	/	-22.6
47	1.5	/	18.3	/
48	5.1	/	2.4	/
49	-29.6	6.2	-15.0	4.5
50	-25.4	/	8.3	/
51	12.7	7.2	-1.0	-8.1
